CRFBP-R2 block = antagonists of CRF-BP/CRF-R2 complex, primary screen, cell-based, HEK293, calcium dye fluorescence, uHTS; CRF-induced calcium fluorescence; inhibition, % at 11.8 µM; hit rate 0.59% among 350,000; AID 588475, 2011;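 active means inhibition of the ligand-induced calcium signal above about 50% at the single tested concentration, limit read from the data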
CHRM4 PAM = human M4 muscarinic receptor positive allosteric modulators, primary screen, CHO-K1 cells, Fluo-8 calcium fluorescence | Muscarinic acetylcholine receptor M4 (Homo sapiens), P08173 | activation, % at 3 µM | hit rate 0.4% among 360,000 | CHO-K1 hM4/Gqi5, ACh EC20; 0% = ACh EC20, 100% = maximal ACh;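 active means activation above its plate's cutoff, the mean activation of sample wells plus 3 SD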; further: some results filed as inactive read as strong as hits
pCIP destab = p/CIP-EGFP fusion destabilizers, primary screen, fluorescence, F442A cells; Q05BA5; 16 h; decrease of EGFP signal, % at 10 µM; hit rate 0.01% among 290,000;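 active means EGFP signal decrease of at least 30% at 10 µM or well 3 SD below plate mean, unless failing retest; inactive means the rest, including hits failing retest or dose response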; further: some compounds called inactive have numbers as strong as hits; many of its hits are not listed in these tables
CRFBP-R2 agonist = agonists of CRF-BP/CRF-R2 complex, primary screen, cell-based, HEK293, calcium dye fluorescence, uHTS | AID 588473, 2011 | calcium dye fluorescence (FLIPR); percent of saturating CRF peptide response | CRF-binding protein / CRF receptor 2 complex (human) | hit rate 0.46% among 350,000 | activation, % at 13.2 µM;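 active means activation of at least 50%, plus an integration ratio under a set limit after plate pattern correction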;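 further: plate controls were neutral control wells without compound for no effect and CRF at EC100 for full effect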
GalR3 antagonist = GalR3 antagonists in HEK293 cells, primary screen, cell-based, fluorescence readout; Galanin receptor type 3 (Homo sapiens), O60755; HEK293 GalR3-CNG cAMP membrane potential fluorescence; galR3 body fused to GalR1 C-terminus; inhibition, % at 3 µM; hit rate 0.44% among 360,000; AID 651719, 2012;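 active means inhibition above the screen-wide average plus 3 SD, cut at about 13% in these data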;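 further: forskolin and galanin both at EC90 stimulate the cells; cAMP rise reported by CNG channel membrane potential dye signal; 0% = forskolin plus galanin with DMSO and 100% = forskolin alone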
PHOSPHO1 block = PubChem AID 1565; Phosphoethanolamine/phosphocholine phosphatase (Homo sapiens), Q8TCT1; recombinant PHOSPHO1, absorbance phosphatase assay; inhibition, % at 13.3 µM; hit rate 1.1% among 290,000; in the data active means inhibition above about 60%
Target sequence (Q8TCT1 whole entry, looked up): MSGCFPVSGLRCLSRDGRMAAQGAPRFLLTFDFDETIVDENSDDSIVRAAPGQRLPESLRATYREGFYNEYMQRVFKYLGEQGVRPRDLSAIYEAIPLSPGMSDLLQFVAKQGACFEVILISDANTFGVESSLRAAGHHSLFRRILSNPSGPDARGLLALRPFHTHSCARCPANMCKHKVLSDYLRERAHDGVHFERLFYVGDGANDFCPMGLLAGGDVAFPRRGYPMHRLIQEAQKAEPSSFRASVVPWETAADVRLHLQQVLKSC
IDE act = human IDE activators in live cells, primary screen, fluorescence polarization, HEK cells, FAbeta-B substrate | Insulin-degrading enzyme (Homo sapiens), P14735 | FAbeta-B cleavage; 0% vehicle, 100% cell-free pure enzyme wells | activation, % at 5.96 µM | hit rate 0.073% among 340,000;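 active means activation above the mean of all tested compounds plus 3 SD, set per screening campaign, cut at about 17% in these data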
IDE cell inh = human IDE inhibitors in live cells, primary screen, fluorescence polarization, HEK cells, FAbetaB substrate; Insulin-degrading enzyme (Homo sapiens), P14735; FAbetaB cleavage; inhibition, % at 5.59 µM; hit rate 0.41% among 320,000; AID 434962, 2010;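 active means percent inhibition above the average of all tested compounds plus 3 SD, set per screening campaign, cut at about 16% in these data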;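 further: IDE supplied by intact live HEK cells; FP after avidin binding of uncleaved biotin substrate so inhibition keeps polarization high; 0% = DMSO wells and 100% = 60 µM reference IDE inhibitor Ii1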
MEKK3 PB1 HTS = modulators of MEKK3-MEK5 PB1 binding, primary screen, biochemical, wildtype MEKK3, multiplex bead flow cytometry, Alexa488-MEK5. Mitogen-activated protein kinase kinase kinase 3 (Homo sapiens), Q99759. bead-based flow cytometry, Alexa488-MEK5 binding to MEKK3; actives lie on both sides; 0 = blocked by unlabeled MEK5, 100 = vehicle. binding response (% of control), % at 10 µM. hit rate 1.4% among 290,000;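 active means binding response more than 3 SD above or below the average of its plate-row segment, actives on both sides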;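 further: Alexa488 bead fluorescence after subtracting the streptavidin-only scavenger bead signal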
Target sequence (Q99759 whole entry, looked up): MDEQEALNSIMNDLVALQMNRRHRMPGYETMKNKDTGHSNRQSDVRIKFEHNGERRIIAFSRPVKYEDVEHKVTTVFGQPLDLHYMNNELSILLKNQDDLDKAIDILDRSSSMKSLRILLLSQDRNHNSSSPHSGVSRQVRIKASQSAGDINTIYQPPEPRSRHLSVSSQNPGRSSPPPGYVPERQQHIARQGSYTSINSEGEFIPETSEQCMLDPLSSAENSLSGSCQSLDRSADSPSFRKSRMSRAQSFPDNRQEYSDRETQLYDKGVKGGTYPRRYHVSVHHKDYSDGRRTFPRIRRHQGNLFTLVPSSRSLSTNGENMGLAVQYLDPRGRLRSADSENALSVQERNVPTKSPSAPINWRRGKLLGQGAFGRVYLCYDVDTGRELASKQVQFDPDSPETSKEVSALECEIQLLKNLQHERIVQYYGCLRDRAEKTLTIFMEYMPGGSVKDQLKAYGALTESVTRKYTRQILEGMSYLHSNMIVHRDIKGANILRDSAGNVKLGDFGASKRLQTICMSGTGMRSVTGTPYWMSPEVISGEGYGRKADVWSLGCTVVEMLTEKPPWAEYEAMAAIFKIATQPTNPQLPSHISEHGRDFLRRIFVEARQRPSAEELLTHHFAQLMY
Starred values were filed as active, the others as inactive; . = no result given; [ ] = another dose, or the depositor's remark.

SMILES | CRFBP-R2 block | CHRM4 PAM | pCIP destab | CRFBP-R2 agonist | GalR3 antagonist | PHOSPHO1 block | IDE act | IDE cell inh | MEKK3 PB1 HTS
O=S(=O)(c1ccc(S(=O)(=O)N2CCN(C/C=C/c3ccccc3)CC2)cc1)N1CCCC1 | 28 | -1 | 2 | 0.3 | 0 | -2 | 5 | 2 | 105
O=C(NCCN1CCCC1)c1ccc2c(=O)n(CCc3ccccc3)c(=O)[nH]c2c1 | -9 | -1 | -1 | -1.6 | -6 | 18 | 8 | 5 | 121
COc1ccc(C(=O)NC(Oc2ccccc2)C(Cl)(Cl)Cl)cc1 (stereo unspecified) | 113* | -6 | 5 | 12 | -6 | -21 | 3 | 3 | 101
CCCOC(=O)c1cccc(NC(=O)COc2ccc([N+](=O)[O-])cc2)c1 | 28 | -17 | -9 | -1.7 | 3 | -5 | 4 | 4 | 102
Cc1c(OCC(=O)Nc2cccnc2)ccc2c3c(c(=O)oc12)CCC3 | 0 | 12 | 1 | -1.8 | 2 | 17 | 1 | 3 | 101
CC1OC(Oc2c(-c3cc(O)c(O)c(O)c3)oc3cc(O)cc(O)c3c2=O)C(O)C(O)C1O (stereo unspecified) | 3 | 1 | -21 | -2.1 | -6 | 15 | 0 | . | 105
CCc1cccc(OCC(=O)Nc2ccccc2N2CCCC2)c1 | -16 | -6 | . | 1.0 | -4 | . | 2 | 6 | .
COc1ccc(OC)c(Nc2nc(N)c([N+](=O)[O-])c(NC3CCCCC3)n2)c1 | 2 | 0 | 2 | -1.7 | -4 | 9 | 2 | 4 | 104
Cc1cccc(NC(=O)c2cc3ccccc3oc2=O)c1 | -3 | -4 | -10 | 2.0 | -8 | 39 | 0 | -2 | 104
O=c1ccc(S(=O)(=O)N2CCCC2)cn1Cc1ccc(Cl)cc1Cl | -4 | -10 | . | -0.6 | 4 | . | 2 | -3 | .
CC1CCCC(NC(=O)CCS(=O)(=O)c2ccc3c(c2)NC(=O)CS3)C1C (stereo unspecified) | 4 | -1 | 3 | 1.6 | -2 | 33 | -5 | 5 | 104
O=C(C1CC1)N1CCc2cc(S(=O)(=O)NC3CCN(Cc4ccccc4)CC3)ccc21 | 5 | 1 | -4 | 6.2 | -5 | 18 | 3 | 3 | .

Entries of single compounds, quoted from the list:
`CC1OC(Oc2c(-c3cc(O)c(O)c(O)c3)oc3cc(O)cc(O)c3c2=O)C(O)C(O)C1O` (stereo unspecified) reads CRFBP-R2 block = 3; CHRM4 PAM = 1; pCIP destab = -21; CRFBP-R2 agonist = -2.1; GalR3 antagonist = -6; PHOSPHO1 block = 15; IDE act = 0; IDE cell inh = .; MEKK3 PB1 HTS = 105
`O=S(=O)(c1ccc(S(=O)(=O)N2CCN(C/C=C/c3ccccc3)CC2)cc1)N1CCCC1` reads CRFBP-R2 block = 28; CHRM4 PAM = -1; pCIP destab = 2; CRFBP-R2 agonist = 0.3; GalR3 antagonist = 0; PHOSPHO1 block = -2; IDE act = 5; IDE cell inh = 2; MEKK3 PB1 HTS = 105

Next structures:
SMILES | CRFBP-R2 block | CHRM4 PAM | pCIP destab | CRFBP-R2 agonist | GalR3 antagonist | PHOSPHO1 block | IDE act | IDE cell inh | MEKK3 PB1 HTS
CCN(CC)C(=O)Cn1cc(SCC(=O)NC2CCCCC2)c2ccccc21 | -5 | -3 | . | 0.1 | 7 | . | . | . | .
CC(=O)Nc1c(Cl)cc(Cl)c2c1Cc1cc(Cl)ccc1-2 | -9 | 1 | . | 2.4 | -5 | . | 0 | . | .
O=C1CC(c2ccccc2)CC(O)=C1C=NCCc1ccccc1 (stereo unspecified) | -11 | -4 | -3 | 2.6 | -3 | 56 | 3 | 1 | 101
O=C(NNC(=O)c1ccc(S(=O)(=O)N2CCCCC2)cc1)c1ccccc1 | -21 | 3 | -3 | -0.6 | -10 | 31 | -2 | 1 | 99
CC(C)NC(=O)[C@@H]1CSC2c3ccccc3C(=O)N21 (stereo partly specified) | -4 | -2 | -31 | 0.0 | -10 | 10 | 2 | . | 98
CCN(CC)c1ccc2c(c1)CCCN2 | . | . | -18 | . | . | -16 | . | 7 | 86
O=[N+]([O-])c1cccc(-c2ccc(SCc3cccnc3)nn2)c1 | -1 | -8 | 9 | 0.3 | -6 | 26 | 4 | -5 | 107
COc1cccc(N2CC(C(=O)Nc3ccc(C(=O)OC(C)C)cc3)CC2=O)c1 (stereo unspecified) | 5 | -3 | -12 | 2.1 | -4 | -7 | 1 | -3 | 96
CC(C)C(NC(=O)OCc1ccccc1)C(=O)NC(Cc1ccc(O)cc1)C(=O)O (stereo unspecified) | 10 | 0 | -9 | -1.2 | -9 | 40 | 2 | -2 | 104
COc1cccc(NC(=O)Nc2nc(SC(C)(C)C)ns2)c1 | 9 | -16 | -4 | 47 | -11 | 41 | 4 | 2 | 107
CC(C)C(=O)Nc1ccc(NC(=S)NC(=O)c2cc3ccccc3o2)cc1 | 1 | 1 | -12 | -2.5 | -3 | 4 | 8 | 8 | 102
COc1ccc(-c2c(-c3cc(OC)cc(OC)c3)n(C)c3ccc(-c4ccc5cc[nH]c5c4)cc23)cc1 | 4 | 11 | . | 0.8 | -4 | . | 0 | -3 | .
O=C(Cc1ccsc1)Nc1ccccc1F | 10 | 8 | -8 | -2.2 | -3 | 15 | 0 | 6 | 100
Cc1ccc(CNC(=O)COC(=O)CN2C(=O)C3CC=CCC3C2=O)cc1 (stereo unspecified) | 7 | 8 | . | -0.5 | -7 | . | -4 | -2 | .
Cc1ccc(CNC(=O)Cc2nc3nc(C)cc(C)n3n2)cc1 | 10 | 15 | 1 | -2.3 | -9 | -18 | 0 | -3 | 116
CC[C@]12c3[nH]c4cc(CCC(=O)N(C)C)ccc4c3CCN1C(=O)[C@@H](CC(=O)NCCC1=CCCCC1)C[C@@H]2C(=O)N1CCN(C(=O)C2CC2)CC1 | 1 | -1 | . | -1.3 | -4 | . | -1 | . | .
CN(CC(=O)Nc1ccccc1C(F)(F)F)C(=O)C1=COCCO1 | -1 | 7 | . | 0.5 | -5 | . | -2 | 3 | .
O=C(O)CCCC(=O)N1CCCC1 | 5 | 13 | -3 | 1.0 | -4 | 19 | 5 | 9 | 90
CCOC(=O)C1CCN(S(=O)(=O)c2ccc(-n3cnnn3)c(C)c2)CC1 | 30 | 6 | 0 | 1.4 | 0 | 3 | 2 | 2 | 79*[inhibitor]
Cc1ccc(CC(=O)NCc2ccc(Cl)cc2)cc1 | 10 | 3 | -11 | -2.3 | -2 | 29 | -1 | -3 | 97
CCNC(=S)NS(=O)(=O)c1ccc(Cl)cc1 | -5 | -2 | 0 | 1.4 | -3 | -10 | 2 | -1 | 105
COc1cc(C(=O)OCC(=O)Nc2ccccc2C(=O)NC2CC2)c([N+](=O)[O-])cc1OC | 15 | 8 | . | -1.9 | -3 | . | 5 | -3 | .
CC(CN1CCCCC1)OC(=O)C1c2ccccc2Oc2ccccc21 (stereo unspecified) | -27 | -12 | -18 | 1.1 | -3 | 8 | 6 | 0 | 100
Clc1ccc(CNC2CCN(Cc3ccccc3)CC2)cc1 | -20 | -10 | 1 | -1.2 | -10 | 19 | 6 | 1 | 101
COc1ccc(-n2c(C)nc3cc(C(=O)N4CCOCC4)ccc32)cc1 | 12 | -1 | -11 | -1.2 | 0 | -10 | 8 | -2 | 101
COc1cc(NC(=S)N2CCN(C)CC2)cc(OC)c1 | 0 | -2 | 3 | -1.2 | 0 | 13 | 2 | 2 | 102
CN(C)C(/C=C/Nc1ccc(Br)cc1)=C(C#N)C#N | -8 | -10 | 0 | 0.2 | -7 | 20 | 1 | -1 | 103
CSc1ncccc1C(=O)N1CCCC(N2CCN(c3ccccc3C)CC2)C1 (stereo unspecified) | -17 | 1 | . | -2.5 | -7 | . | . | . | .
CCn1c(=O)c(C(=O)CN2CCN(S(=O)(=O)c3ccc(C)cc3C)CC2)c(N)n(Cc2ccccc2)c1=O | -12 | -8 | -6 | 1.2 | 4 | -19 | 0 | -3 | 101
Cc1cc(C(=O)NC(C)c2ccncc2)no1 (stereo unspecified) | -12 | 10 | 2 | 5.3 | . | 10 | 9 | -4 | 106
O=C(NC(=S)NCC1CCCO1)c1cccc([N+](=O)[O-])c1 (stereo unspecified) | 1 | 1 | 1 | 0.3 | 0 | -3 | 3 | 4 | 98
COc1ccccc1C(=O)NC(=O)COC(=O)CN1C(=O)NC2(CCCCC2C)C1=O (stereo unspecified) | -5 | 2 | . | 1.2 | -2 | . | 2 | -7 | .
COCCN1C(=O)c2ccc(C(=O)O)cc2C1=O | -6 | 16 | 5 | 1.9 | -3 | -17 | 4 | -2 | 106
O=C(COc1ccc([N+](=O)[O-])cc1)NC(=O)NC1CCS(=O)(=O)C1 (stereo unspecified) | -4 | 4 | . | 2.3 | 1 | . | 2 | . | .
O=C(NCc1cccs1)C1CCN(c2nccs2)CC1 | -6 | -3 | 1 | 0.5 | -4 | 39 | 2 | 1 | 106
CCC(C)N(C(=O)c1csnn1)C(C(=O)NC1CCCC1)c1c(F)cccc1Cl (stereo unspecified) | -2 | 8 | -6 | 0.6 | -10 | 23 | 6 | -2 | 106
O=C(N/N=C/c1ccc(Cl)cc1)c1cc2c(s1)-c1ccccc1CC2 | -16 | 2 | -3 | 4.5 | -6 | -10 | -3 | 3 | 107
O=C(CCN1CCC(c2ccc(Cl)s2)=N1)c1ccc(Cl)s1 | -67 | 0 | -3 | 30 | -6 | -6 | . | 6 | 89
COc1ccc(C2C(C)C3(O)CC(C#N)(C(=O)N3)C2(C#N)C#N)cc1 (stereo unspecified) | -14 | 18 | -4 | 3.8 | -8 | 46 | 9 | 3 | 103
O=C(COC(=O)c1ccccc1C(=O)N1CCN(c2ccccc2)CC1)NCc1ccccc1 | -15 | -12 | 3 | 5.9 | -5 | 24 | 2 | -2 | 97
CCOc1cc(C)c(S(=O)(=O)NC2CCCCC2)cc1C | 3 | 3 | -1 | -0.7 | -3 | -13 | -5 | 1 | 99
Cc1nc2c(o1)C(=O)c1ccccc1C2=Nc1ccccc1 | -1 | 2 | . | -2.3 | -4 | . | 7 | . | .
CCC(C)NC(=O)C1CCN(S(=O)(=O)c2ccc3nc4c(c(C(=O)O)c3c2)CCCCC4)CC1 (stereo unspecified) | -9 | 4 | -37 | 2.4 | -8 | 8 | 0 | 0 | 103
C=CCOc1ccc2oc(=O)cc(C)c2c1 | 6 | 7 | -5 | -1.1 | -8 | -3 | 0 | 8 | 92
CCCOC(=S)N/C(=N\S(=O)(=O)c1ccccc1)c1ccccc1 | 14 | 0 | 0 | -4.8 | -9 | 46 | -6 | 4 | 98
Cn1cnc([N+](=O)[O-])c1S(=O)(=O)c1ccc(Cl)cc1 | 14 | 4 | -1 | 0.7 | 13* | 9 | 2 | . | 98
CCNC(=O)C(CCSC)NS(=O)(=O)c1ccc(C)cc1 (stereo unspecified) | 12 | 1 | -6 | -1.1 | -1 | 20 | 7 | 5 | 99
COc1ccc(CCNS(=O)(=O)c2ccc(Br)cc2)cc1 | 0 | -5 | -67 | 0.9 | -12 | . | -1 | 4 | 100
Cc1nn(-c2ccccc2Cl)c(Cl)c1/C=C(\C#N)C(N)=O | 5 | 10 | 10 | -2.6 | -5 | 3 | 2 | -1 | 99
